INS-1E GSIS act – primary screen for activators of insulin secretion dependent on glucose, INS-1E cells, GLuc reporter luminescence. 370,000 compounds, 0.61% hits. INS-1E GLuc reporter insulin secretion, 2-3 h. AID 743287. activation, % at 16.6 µM;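 active means lowest replicate activation of at least 40%, so every replicate reaches that level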;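 further: 0% = median of neutral control wells and 100% = median of IBMX positive control wells; some compounds called inactive have numbers as strong as hits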
RAD54 branch – inhibitors of human RAD54 branch migration | AID 602329 | inhibition, % at 10.4 µM | 360,000 compounds, 0.14% hits | Q92698 | RAD54 Holliday junction branch migration, FAM/BHQ fluorescence;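 active means mean normalized replicate activity at least 40 and at least half of replicates scoring 40 or more; inconclusive means only one of the two criteria met; inactive means mean below 40 and under half of replicates reaching 40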;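 further: 0% = median of neutral control wells and 100% = median of positive control wells; inhibitors cause a drop in the FAM fluorescence signal; in these data hits start at about 50%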
RAD52 inh – RAD52 (human) annealing inhibition | AID 651710 | 360,000 compounds, 0.46% hits | inhibition, % at 18.7 µM | P43351 | recombinant RAD52 DNA annealing, FRET fluorescence;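 active means every replicate showing at least 50% inhibition; inconclusive means mean inhibition at least 50% but not in every replicate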
Target sequence (P43351 whole entry, looked up): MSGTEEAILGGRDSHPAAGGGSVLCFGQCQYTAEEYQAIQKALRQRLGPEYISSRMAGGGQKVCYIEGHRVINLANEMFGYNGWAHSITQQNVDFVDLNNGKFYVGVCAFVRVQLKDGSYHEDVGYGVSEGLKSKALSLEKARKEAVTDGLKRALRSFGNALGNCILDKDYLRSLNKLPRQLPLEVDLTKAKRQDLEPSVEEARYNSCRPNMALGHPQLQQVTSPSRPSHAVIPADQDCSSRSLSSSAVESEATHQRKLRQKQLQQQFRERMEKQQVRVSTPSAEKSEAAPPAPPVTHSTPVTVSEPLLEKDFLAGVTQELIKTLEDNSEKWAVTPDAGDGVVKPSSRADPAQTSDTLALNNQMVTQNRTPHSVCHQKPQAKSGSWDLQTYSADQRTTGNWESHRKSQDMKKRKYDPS
F508del corr – correctors of CFTR F508del function in bronchial epithelial cells; CFBE cells, YFP halide quenching; stimulated with forskolin plus potentiator P3; % fluorescence drop versus neutral controls; 350,000 compounds, 0.36% hits; activity (quench increase), % at 7.58 µM;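 active means mean added fluorescence quench of at least 8% versus neutral control, with both replicates also reaching 8%; inconclusive means only one of the mean or replicate conditions met; inactive means mean below 8% and not both replicates reaching 8%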;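 further: cells transiently co-express mutant CFTR-F508del with the halide-sensitive YFP; corrector assay measuring rescue of mutant channel to the surface after 24 h compound exposure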
DENV2 CPE rescue – DENV2-induced cell death inhibition; 350,000 compounds, 1.7% hits; AID 651640; DENV2-infected cells, cytopathic effect rescue, plate reader; CPE inhibition, % at 9.99 µM; in the data active means CPE inhibition above about 20%, passing the limit was not always enough; inconclusive means no clear call, values can overlap the other calls; tested in BHK-21 cells;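 further: 0% = median of neutral control wells and 100% = median of positive control wells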
E-selectin induc – induces E-selectin expression in human endothelial cells | P16581 | HUVEC E-selectin immunofluorescence imaging; normalized: neutral wells 0, TNF-alpha wells 100 | activation, % at 7.58 µM | 260,000 compounds, 0.37% hits;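 active means mean E-selectin-positive cell signal at least 10% of the positive control, reached in at least 60% of replicates, without over 20% cell loss; inconclusive means no rule given, readout overlaps actives, possibly toxicity-flagged; inactive means the rest, including those meeting only one limit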;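 further: in these data hits start at about 27%; measured in HUVEC primary endothelial cells; signal is the percent of cells scored E-selectin positive by PE staining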
Target sequence (P16581 whole entry, looked up): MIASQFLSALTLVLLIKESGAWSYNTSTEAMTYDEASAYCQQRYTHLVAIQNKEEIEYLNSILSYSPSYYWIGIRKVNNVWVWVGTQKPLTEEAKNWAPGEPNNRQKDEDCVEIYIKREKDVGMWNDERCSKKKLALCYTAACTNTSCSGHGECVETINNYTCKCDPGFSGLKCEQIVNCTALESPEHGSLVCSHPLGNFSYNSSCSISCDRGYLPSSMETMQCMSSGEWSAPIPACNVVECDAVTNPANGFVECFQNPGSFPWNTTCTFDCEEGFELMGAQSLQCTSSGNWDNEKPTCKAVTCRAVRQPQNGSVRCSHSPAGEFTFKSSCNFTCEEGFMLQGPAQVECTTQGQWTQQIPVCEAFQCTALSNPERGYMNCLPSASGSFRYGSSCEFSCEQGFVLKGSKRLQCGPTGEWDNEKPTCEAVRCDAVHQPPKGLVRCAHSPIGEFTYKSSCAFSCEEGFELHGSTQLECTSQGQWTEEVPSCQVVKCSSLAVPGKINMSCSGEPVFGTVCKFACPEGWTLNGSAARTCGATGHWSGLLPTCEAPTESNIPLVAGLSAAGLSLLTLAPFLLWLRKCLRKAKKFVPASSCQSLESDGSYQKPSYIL
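Assay system: HUVEC, human umbilical vein endothelial cells / Amount: 3,000 HUVEC/well / Controls: TNF-alpha positive control, DMSO neutral control / Compound dosing: single concentration / Medium: EGM-2 over gelatin coat / Evaluation: percent E-selectin-positive cells / Signal: immunofluorescence imaging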
Casp6 inh – caspase-6 (human) enzyme inhibition; purified caspase-6, Z-VEID-R110 cleavage fluorescence; P55212; 350,000 compounds, 0.53% hits; inhibition, % at 12.5 µM;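 active means mean inhibition across replicates at least about 35%, with every replicate also reaching that limit, limit read from the data; inconclusive means only one of the two criteria met; inactive means neither criterion met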;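 further: 0% = median of neutral control wells and 100% = no fluorescence left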
Xi reactivation – reactivates the inactive X chromosome in mouse fibroblasts; XiGFP mouse fibroblasts, % GFP-positive cells imaging, 3 d; cells co-treated with 5-aza-dC sensitizer; scaled so ellipticine positive control = 100%; activation, % at 7.58 µM; 360,000 compounds, 0.055% hits; AID 743238;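 active means mean normalized replicate activation at least 10% and every replicate at or above 10%; inconclusive means only one of the two criteria met; inactive means mean below 10% and not all replicates reach 10%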;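 further: 0% = median of on-plate neutral control wells and 100% = ellipticine 6 µM median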
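Material: XiGFP fibroblasts, SV40-immortalized. Buffer or medium: DMEM plus 5-aza-dC sensitizer. Compound: single concentration per compound, delivered by pin transfer. Times: 3 days compound exposure. Controls: ellipticine 6 µM.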
The depositor's hits bear a star; i = inactive; ? = inconclusive; . = not tested or not shown.

Preview:
SMILES	INS-1E GSIS act	RAD54 branch	RAD52 inh	F508del corr	DENV2 CPE rescue	E-selectin induc	Casp6 inh	Xi reactivation
COc1ccc(CCNC(=O)c2cccc(S(=O)(=O)N3CCc4ccccc4C3)c2)cc1	-54	-2	-9	-3.3	0	.	3	0.0
COc1ccc(CC(=O)Nc2cccc(S(=O)(=O)N3CCCCC3)c2)cc1	-22	0	-27	-1.4	?	.	1	0.3

The listing (from the top)
SMILES	INS-1E GSIS act	RAD54 branch	RAD52 inh	F508del corr	DENV2 CPE rescue	E-selectin induc	Casp6 inh	Xi reactivation
COc1ccc(CCNC(=O)c2cccc(S(=O)(=O)N3CCc4ccccc4C3)c2)cc1	-54	-2	-9	-3.3	0	.	3	0.0
COc1ccc(CC(=O)Nc2cccc(S(=O)(=O)N3CCCCC3)c2)cc1	-22	0	-27	-1.4	?	.	1	0.3
CCCNC(=O)NS(=O)(=O)c1ccc(Cl)cc1	.	10	-12	-3.0	4	2.0	-2	0.2
COc1ccc(/C=C2\SC(=O)N(CCC(=O)N3CCCCC3)C2=O)cc1OC	-35	2	-10	1.0	-6	12	6	0.5
CCOc1ccc(Br)cc1C(=O)N/N=C/c1cccc(C)n1	-5	12	-4	2.0	3	.	-6	0.0
C[C@@H]1CN([C@H](C)CO)C(=O)Cc2cc(NC(=O)Nc3ccc(F)cc3)ccc2O[C@H]1CN(C)CC1CCCCC1	-12	-5	1	-0.3	5	-0.2	-1	-0.1
CC1CCCC(C)N1C(=O)COC(=O)c1cc(Br)ccc1Cl (stereo not given)	-24	.	3	0.2	5	2.9	.	0.2
CC(C)(C)NC(=O)NC(=O)COc1ccc(Br)cc1Br	.	.	13	.	-3	.	4	0.1
CCCn1c(SCC(=O)Nc2ccc3c(c2)OCO3)nc2c1c(=O)n(C)c(=O)n2C	24	2	-9	.	.	.	2	.
COc1ccc(NC(=O)Nc2ccc3c(c2)C(=O)N([C@H](C)CO)C[C@@H](C)[C@H](CN(C)Cc2ccc(C(F)(F)F)cc2)OCCCC[C@@H](C)O3)cc1	-23	-1	-23	1.1	-24	0.2	1	0.0
Cc1ccc(SCn2nnc3ccccc3c2=O)c(C)c1	25	.	-10	-2.1	-1	-1.9	-5	0.0
C=CCN(C(=O)CCC(=O)Nc1cc(C)on1)C(C(=O)NC1CCCC1)c1ccc(OC)cc1OC (stereo not given)	-14	3	-3	-2.5	14	-0.1	0	0.0
CCCCCCCC1=NN(c2ccc(S(=O)(=O)O)cc2)C(=O)C1N=O (stereo not given)	.	-15	-7	-1.2	1	0.3	2	-0.1
O=C(CSc1ccccc1F)Nc1ccc2c(c1)OCO2	-2	3	-10	-2.3	4	0.4	1	0.1
CCOC(=O)c1c(SC)n(-c2ccccc2)c(=S)n(-c2ccccc2)c1=O	3	2	-17	-0.9	?	0.6	-4	-0.1
O=C(C1CCOCC1)N1CC(=O)N2[C@H](CO)[C@H](c3ccc(C#CCc4ccccc4)cc3)[C@@H]2C1	11	.	-10	-1.9	5	0.0	1	0.0
Cc1cc([N+](=O)[O-])nn1CC(=O)NCCCn1ccnc1	22	-1	0	.	-4	.	-12	0.0
O=C(COc1cc2oc(=O)cc(-c3ccccc3)c2cc1Cl)NCC1CCC(C(=O)O)CC1 (stereo not given)	20	-7	-8	0.1	-8	.	2	.
O=C(CSc1ccccc1Cl)N1CCOCC1	-2	-4	-14	0.9	6	0.0	0	0.0
COc1ccccc1C(=O)NNC(=O)c1ccccc1F	0	-5	-4	-1.8	.	.	-2	0.0
Cn1cc(CCC(=O)NCc2ccc(Cl)cc2)c2ccccc21	-18	3	-4	.	15	0.0	3	0.3
Cc1cc(NS(=O)(=O)c2ccc(NC(=O)c3cnc(Cl)c(Cl)c3)cc2)nc(C)n1	-9	1	-2	-3.9	-2	-0.4	1	-0.6
CCOC(=O)C1=C(COC(=O)c2ccc([N+](=O)[O-])o2)NC(=O)NC1C (stereo not given)	5	-3	-11	2.3	0	-1.5	43*	0.0
CC(C)NC(=O)N(C)C[C@H]1Oc2ncc(C#CC3CC3)cc2C(=O)N([C@H](C)CO)C[C@H]1C	24	2	5	4.8	-1	-0.7	5	-0.5
Cc1c(C)n(CCc2ccccc2)c2ncnc(NCCCO)c12	-3	.	-3	0.9	1	1.3	2	0.1
O=C(C[C@H]1C[C@@H]2c3cc(NC(=O)c4cccnc4)ccc3O[C@@H]2[C@@H](CO)O1)NCc1ccc(Oc2ccccc2)cc1	-10	0	-34	-0.8	?	0.3	1	0.0
O=C1/C(=C/c2ccc(O)cc2)SC(=S)N1CC1CCCO1 (stereo not given)	.	.	i	-0.3	-3	-0.1	9	0.0
COc1ccc(CC(=O)NC(c2ccccc2)c2ccc(C)cc2)c(OC)c1 (stereo not given)	10	-11	-7	8.0*	1	.	1	0.1
CCc1cc2c(=O)c(-c3nc4ccccc4n3C)c(C)oc2c(CN2CCOCC2)c1O	-5	5	9	-2.6	-3	.	-1	.
CC(=O)Nc1ccc(NC(=O)Nc2ccc3c(c2)N(C)C(=O)CS3)cc1	27	.	-12	0.9	-2	.	0	0.7
O=C(NCc1cccnc1)C(=O)NCC1OCCCN1S(=O)(=O)c1ccc(F)cc1 (stereo not given)	11	1	-15	-1.1	-2	-0.2	-4	0.2
Cn1c(NCCO)nc2c1c(=O)n(Cc1cccc(Cl)c1)c(=O)n2C	0	3	3	4.4	0	-0.1	.	0.4
C[C@@H]1CCCCO[C@H](CN(C)Cc2ccccc2)[C@H](C)CN([C@@H](C)CO)C(=O)c2cc(NS(C)(=O)=O)ccc2O1	24	10	-17	2.8	1	0.1	-4	0.0
c1cncc(CNc2ncnc3sccc23)c1	-2	.	-18	1.9	-3	-5.2	1	0.0
C#CCOCCOCCOCCNc1nc(N2CCN(C(=O)[C@H](CCC(=O)O)n3cc(C(N)CO)nn3)CC2)nc(N2CCN(C(=O)[C@H](Cc3ccc(O)cc3)n3cc(C(N)[C@H](C)CC)nn3)CC2)n1 (stereo not given in full)	11	.	-11	-0.1	-1	-0.2	-1	0.1
CCOC(=O)NN=C1CN(S(=O)(=O)c2ccc(C)cc2)C1	6	-1	-12	1.4	7	.	1	.

Records listed so far printed as active in Casp6 inh.
| Structure | INS-1E GSIS act | RAD52 inh | F508del corr | Casp6 inh |
| --- | --- | --- | --- | --- |
| CCOC(=O)C1=C(COC(=O)c2ccc([N+](=O)[O-])o2)NC(=O)NC1C (stereo not given) | 5 | -11 | 2.3 | 43* |

Additional results:
SMILES	INS-1E GSIS act	RAD54 branch	RAD52 inh	F508del corr	DENV2 CPE rescue	E-selectin induc	Casp6 inh	Xi reactivation
COc1ccc(NC(=O)N(C)C[C@H]2OCc3ccccc3-c3c(n(C)c4ccccc34)C(=O)N([C@H](C)CO)C[C@H]2C)c(OC)c1	-23	3	12	2.8	-3	0.8	1	0.8
Cc1ccc(-n2cc(CN(C)Cc3ncc[nH]3)c(-c3cccc(C)c3)n2)cc1	-10	.	11	0.4	-3	-4.8	-1	0.1
O=C(C[C@H]1C[C@@H]2c3cc(NS(=O)(=O)c4ccc(F)cc4)ccc3O[C@@H]2[C@@H](CO)O1)NCc1ccncc1	-3	-1	9	-3.5	1	-0.4	-2	0.0
CCCCOc1ccc(C(=O)Nc2ccc(OCC(=O)N3CCOCC3)cc2)cc1	-5	2	-11	-0.1	0	-0.5	4	0.0
N=c1n(Cc2ccc(Cl)cc2)c2ccccc2n1CC(O)COc1ccccc1 (stereo not given)	-20	27	29	-0.2	2	-2.4	7	0.0
Cc1cc(C(=O)NCc2ccccc2Cl)c2ccccc2n1	-1	1	-11	-1.9	-3	0.2	-2	0.3
CC(=O)c1c(N2CCN(CCO)CC2)nc(=S)n(-c2ccccc2)c1C	-2	.	-8	.	-4	.	-8	0.3
CC(=O)Nc1ccc(C(=O)N2CCCCC2c2cc(C(=O)NCc3cccnc3)no2)cc1 (stereo not given)	7	-12	-9	3.1	-3	0.2	.	0.1
C[C@@H]1CCCCO[C@@H](CN(C)Cc2ccccc2)[C@H](C)CN([C@H](C)CO)C(=O)c2cc(N(C)C)ccc2O1	-10	.	.	2.7	.	-0.1	.	-0.1
N#CC1=C(N)Oc2cc(O)ccc2C1c1cccnc1 (stereo not given)	0	-4	-93	-0.5	1	.	18	0.1
CCCNC(=O)Nc1ccc2c(c1)C(=O)N(C)C[C@H](OC)[C@H](C)CN(C(C)=O)[C@H](C)CO2	11	-5	-9	0.8	-13	0.1	3	-0.1
CCc1ccccc1NC(=O)c1cc(C2CC2)on1	7	0	-18	-0.8	-5	0.1	2	0.0

Record cards (already shown). Order of screens: INS-1E GSIS act	RAD54 branch	RAD52 inh	F508del corr	DENV2 CPE rescue	E-selectin induc	Casp6 inh	Xi reactivation
N=c1n(Cc2ccc(Cl)cc2)c2ccccc2n1CC(O)COc1ccccc1 (stereo not given) is listed as -20	27	29	-0.2	2	-2.4	7	0.0
CCCNC(=O)Nc1ccc2c(c1)C(=O)N(C)C[C@H](OC)[C@H](C)CN(C(C)=O)[C@H](C)CO2 is listed as 11	-5	-9	0.8	-13	0.1	3	-0.1
CCCCOc1ccc(C(=O)Nc2ccc(OCC(=O)N3CCOCC3)cc2)cc1 is listed as -5	2	-11	-0.1	0	-0.5	4	0.0

Next section
SMILES	INS-1E GSIS act	RAD54 branch	RAD52 inh	F508del corr	DENV2 CPE rescue	E-selectin induc	Casp6 inh	Xi reactivation
CSc1cccc(NC(=S)N2CCC(N(C)C3CCCCC3C)CC2)c1 (stereo not given)	-52	-4	-1	4.5	-7	-0.1	-8	1.2
CC=Cc1ccc2n(c1=O)C[C@H]1[C@H](CO)[C@@H](C(=O)NCC3CC3)[C@@H]2N1CCC(F)(F)F (mixture of isomers)	10	7	-10	1.7	-2	0.8	-1	0.5
CCN(C(=O)C(C)Sc1ccc(S(=O)(=O)N2CCOCC2)cn1)c1ccccc1 (stereo not given)	.	6	-15	-3.1	-11	1.5	4	0.1
CCc1ccc(OCc2n[nH]c(=S)n2C(C)CCCC(C)C)cc1 (stereo not given)	-4	.	-2	17*	-3	.	0	-0.1

3 compounds already listed, sorted by the number in RAD52 inh, descending.
smiles	INS-1E GSIS act	RAD52 inh	F508del corr	Casp6 inh
CC1CCCC(C)N1C(=O)COC(=O)c1cc(Br)ccc1Cl (stereo not given)	-24	3	0.2	.
CC=Cc1ccc2n(c1=O)C[C@H]1[C@H](CO)[C@@H](C(=O)NCC3CC3)[C@@H]2N1CCC(F)(F)F (mixture of isomers)	10	-10	1.7	-1
CCc1ccccc1NC(=O)c1cc(C2CC2)on1	7	-18	-0.8	2

Source: PubChem
